INS-1E GSIS act – primary screen for activators of insulin secretion dependent on glucose, INS-1E cells, GLuc reporter luminescence | INS-1E GLuc reporter insulin secretion, 2-3 h | activation, % at 16.6 µM | hit rate 0.61% among 370,000 | AID 743287;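 active = lowest replicate activation of at least 40%, so every replicate reaches that level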;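 also: 0% = median of neutral control wells and 100% = median of IBMX positive control wells; some compounds called inactive have numbers as strong as hits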
FN deposition inh – fibronectin deposition inhibition; hit rate 0.086% among 350,000; AH1F fibroblasts, Alexa488-fibronectin deposition fluorescence, overnight; inhibition, % at 12.6 µM;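 active = mean inhibition across replicates of 30% or more, regardless of how many single replicates reach that level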;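 also: positive control wells lacked labelled fibronectin entirely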
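Material – AH1F fibroblast monolayer, labelled fibronectin deposition · Reagent – labelled fibronectin 24 nM · Timing – 1 h adhesion, overnight exposure · Measured by – fluorescence at 485 nm excitation, 525 nm emission · Read-out – inhibition of fibronectin deposition signal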
CFTR F508del cor – correctors of CFTR F508del function in bronchial epithelial cells; CFBE cells, YFP halide quenching; stimulated with forskolin plus potentiator P3; % fluorescence drop versus neutral controls; activity (quench increase), % at 7.58 µM; hit rate 0.36% among 350,000; AID 720511;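 active = mean added fluorescence quench of at least 8% versus neutral control, with both replicates also reaching 8%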;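 also: cells transiently co-express mutant CFTR-F508del with the halide-sensitive YFP; corrector assay measuring rescue of mutant channel to the surface after 24 h compound exposure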
* = called active by the depositor.

SMILES	INS-1E GSIS act	FN deposition inh	CFTR F508del cor
N#Cc1ccc2nc(-c3ccc(CN4CCC(n5cc(-c6ccccc6)[nH]c5=O)CC4)cc3)c(-c3ccccc3)nc2c1	14.5	-9.4	3.0
COC(=O)C1=C(C)N(C)C(=NCc2ccccc2C(F)(F)F)NC1c1ccc(F)cc1 (centres undefined)	-13.7	-3.5	1.6
COc1ccc(CNc2ncnc3cc(Cl)ccc23)cc1OC	3.2	-3.5	-2.8
CCN(CC)C(=O)C1CCCN(c2ccc([N+](=O)[O-])cc2[N+](=O)[O-])C1 (centres undefined)	-0.7	1.4	-1.5
COc1ccc(-c2nc(CS(=O)CC(=O)NC3CCCC3)c(C)o2)cc1 (centres undefined)	-6.0	-4.1	-0.3
O=C(Nc1ccc(-n2ccc(C(F)(F)F)n2)cc1)Nc1cccc(Cl)c1	20.2	7.3	4.1
O=[N+]([O-])c1cc(C(F)(F)F)cc([N+](=O)[O-])c1NCCN1CCNCC1	7.2	-5.5	2.3
COC(=O)[C@@]12C[C@@H](CC(=O)NCc3ccc(OC)c(OC)c3)C(=O)N(Cc3ccc4c(c3)OCO4)C1=CCC(C)(C)C2	-18.5	-1.9	2.1
Cc1ccc(C)c(-c2nnc(NC(=O)CCS(=O)(=O)c3ccc(F)cc3)o2)c1	10.2	2.0	-0.7
COC(=O)c1c(NC(=O)CN2CCCc3ccccc32)sc(C)c1C	12.7	-0.8	2.8
COC(=O)C1=C(C)N(c2ccc(C)cc2)/C(=C/c2ccc(O)cc2)C1=O	7.9	-3.8	-2.3
Cc1ccccc1C(=O)NCCNc1ccc([N+](=O)[O-])cc1	-8.5	1.9	0.7
O=C(NC1CCCCC1)C(c1ccncc1)n1c(=O)c(-c2cc3ccccc3[nH]2)nc2ccccc21 (centres undefined)	-30.7	-5.2	0.0
O=C(NCc1cccnc1)C(=O)Nc1nc2ccccc2s1	-2.1	6.1	0.5
CCC(=O)OCC(=O)Nc1cc([N+](=O)[O-])ccc1Cl	6.9	-11.0	3.8
O=C(O)C1(P(=O)(c2ccc(Cl)cc2)c2ccc(Cl)cc2)CCCC1	4.6	-14.9	-1.5
CCn1c(=O)c([N+](=O)[O-])c(NC2CCS(=O)(=O)C2)c2ccccc21 (centres undefined)	-5.5	-2.9	2.5
CC1CN(C(=O)c2cc(-c3ccc(Cl)s3)nc3ccccc23)CC(C)O1 (centres undefined)	-4.6	0.3	1.6
COc1cccc(/C(C)=N/NC(=O)c2cc(-c3cccnc3)nc3ccccc23)c1	-4.1	7.9	2.1
COc1ccccc1NC(=S)NC(NC(=O)C(C)C)C(Cl)(Cl)Cl (centres undefined)	2.6	7.0	0.7
CS(=O)(=O)N1N=C(c2ccco2)CC1c1ccc(Br)cc1 (centres undefined)	-1.9	2.6	-1.2
Cc1cc(C(=O)NNS(=O)(=O)c2ccc(C(C)(C)C)cc2)nn1C(C)(C)C	-19.0	1.1	-2.3
CCCCCCC12C(=Cc3cc4c(cc31)OCCO4)c1cc(OC)c(OC)cc1C(CC(=O)NC1CCCCC1)N2C(=O)OC (centres undefined)	-13.2	-2.4	-0.6
N#Cc1ccccc1CSc1nnc(Cc2ccccc2)o1	25.2	-3.1	3.7
COC(=O)CCCn1c(C)cc(C(=O)CCl)c1C	12.2	5.3	1.4
CC1CN(c2nc(N(C)c3ccccc3)nc(N)c2[N+](=O)[O-])CC(C)O1 (centres undefined)	38.3	0.2	-0.3
COc1ccccc1CNC(=O)C1CCCN(S(=O)(=O)c2cccc3nonc23)C1 (centres undefined)	-0.7	2.5	1.8
CN1C(=O)S/C(=C/c2ccccc2OCc2ccc(C(=O)O)cc2)C1=O	2.7	4.1	0.9
CCCCC1Cc2[nH]c(=S)[nH]c(=O)c2C(c2cccc3ccccc23)O1 (centres undefined)	-17.6	-11.1	-1.8
CN(C)c1ccnc2sc(C(=O)c3ccccc3)c(N)c12	-5.2	21.1	-0.5

19 compounds already listed, arranged by formula weight, smallest number first.
SMILES	INS-1E GSIS act	FN deposition inh	CFTR F508del cor
COC(=O)CCCn1c(C)cc(C(=O)CCl)c1C	12.2	5.3	1.4
CCC(=O)OCC(=O)Nc1cc([N+](=O)[O-])ccc1Cl	6.9	-11.0	3.8
CN(C)c1ccnc2sc(C(=O)c3ccccc3)c(N)c12	-5.2	21.1	-0.5
Cc1ccccc1C(=O)NCCNc1ccc([N+](=O)[O-])cc1	-8.5	1.9	0.7
O=C(NCc1cccnc1)C(=O)Nc1nc2ccccc2s1	-2.1	6.1	0.5
COC(=O)C1=C(C)N(c2ccc(C)cc2)/C(=C/c2ccc(O)cc2)C1=O	7.9	-3.8	-2.3
CCn1c(=O)c([N+](=O)[O-])c(NC2CCS(=O)(=O)C2)c2ccccc21 (centres undefined)	-5.5	-2.9	2.5
CC1CN(c2nc(N(C)c3ccccc3)nc(N)c2[N+](=O)[O-])CC(C)O1 (centres undefined)	38.3	0.2	-0.3
CCCCC1Cc2[nH]c(=S)[nH]c(=O)c2C(c2cccc3ccccc23)O1 (centres undefined)	-17.6	-11.1	-1.8
CN1C(=O)S/C(=C/c2ccccc2OCc2ccc(C(=O)O)cc2)C1=O	2.7	4.1	0.9
O=C(O)C1(P(=O)(c2ccc(Cl)cc2)c2ccc(Cl)cc2)CCCC1	4.6	-14.9	-1.5
CC1CN(C(=O)c2cc(-c3ccc(Cl)s3)nc3ccccc23)CC(C)O1 (centres undefined)	-4.6	0.3	1.6
Cc1cc(C(=O)NNS(=O)(=O)c2ccc(C(C)(C)C)cc2)nn1C(C)(C)C	-19.0	1.1	-2.3
COc1cccc(/C(C)=N/NC(=O)c2cc(-c3cccnc3)nc3ccccc23)c1	-4.1	7.9	2.1
COc1ccccc1NC(=S)NC(NC(=O)C(C)C)C(Cl)(Cl)Cl (centres undefined)	2.6	7.0	0.7
Cc1ccc(C)c(-c2nnc(NC(=O)CCS(=O)(=O)c3ccc(F)cc3)o2)c1	10.2	2.0	-0.7
COc1ccccc1CNC(=O)C1CCCN(S(=O)(=O)c2cccc3nonc23)C1 (centres undefined)	-0.7	2.5	1.8
O=C(NC1CCCCC1)C(c1ccncc1)n1c(=O)c(-c2cc3ccccc3[nH]2)nc2ccccc21 (centres undefined)	-30.7	-5.2	0.0
CCCCCCC12C(=Cc3cc4c(cc31)OCCO4)c1cc(OC)c(OC)cc1C(CC(=O)NC1CCCCC1)N2C(=O)OC (centres undefined)	-13.2	-2.4	-0.6

Next structures.
SMILES	INS-1E GSIS act	FN deposition inh	CFTR F508del cor
CC(C)C(C(=O)O)N1C(=O)/C(=C/c2cccn2C)SC1=S (centres undefined)	-14.3	5.9	2.1
COC(=O)C1=CN(c2ccc3c(c2)OCO3)C(N)=C(C#N)C1c1cccc(F)c1 (centres undefined)	-28.7	3.2	11.2*
COc1cc(/C=C/C(=O)Nc2ccc3nc4n(c(=O)c3c2)CCCC4)cc(OC)c1OC	-4.1	-7.6	-5.2
Cn1c(=O)c2ncn(CC(=O)O)c2n(C)c1=O	3.6	-8.3	0.1
O=C(C(O)c1ccccc1)N1CCN(S(=O)(=O)c2ccc(F)c(F)c2)CC1 (centres undefined)	23.2	-0.2	-1.5
C=CCNC(=S)N/N=C(\C)c1ccc(-n2ccnc2)cc1	6.0	12.7	3.9
CC(=O)c1cccc(N(C(=O)CNC(=O)c2ccco2)C(C(=O)NC2CCCC2)c2ccc(C)o2)c1 (centres undefined)	2.1	4.6	1.9
CCOC(=O)c1c(NC(=O)COC(=O)c2ccc([N+](=O)[O-])cc2)sc(C(=O)N(C)C)c1C	13.8	3.6	1.8
CCOC(=O)N1CCN(C(=O)c2ccccc2NC(=O)c2ccc(Br)cc2)CC1	2.4	-17.6	-5.0
O=C(NCCN1CCC(n2c(=O)[nH]c3ccccc32)CC1)N1c2ccccc2Sc2ccccc21	-29.6	-4.4	-1.4
CN(c1ncc(C(F)(F)F)cc1Cl)N1C(=O)c2cccc([N+](=O)[O-])c2C1=O	-7.8	-4.5	2.5
CCc1cc(C(=O)Nc2cc(Cl)ccc2N2CCN(C)CC2)sc1C	13.1	-2.1	2.7
Cc1cc(NC(=O)COC(=O)Cn2[nH]c(=O)c3ccccc3c2=O)c([N+](=O)[O-])cc1C	-31.0	2.1	-0.8
COc1ccc(N)cc1-n1c(C)ccc1C	-1.1	3.6	2.7
Cc1cc(NC(=O)CSc2n[nH]c(=O)[nH]c2=O)ccc1Br	4.0	0.9	-1.7
Cc1cccc(CSc2nc3[nH]ncc3c(=O)[nH]2)c1	21.5	11.2	0.0
CC1=CC(C)(C)[N+](C)=CN1c1ccccc1	7.3	-0.8	-1.2
CN1C2CCC1CC(NC(=O)CSc1ccc(C(C)(C)C)cc1)C2 (centres undefined)	4.8	-1.7	0.6
COC(=O)[C@@]1(Cc2ccc(F)cc2)[C@H]2c3cc(C(=O)N4CCCC4)n(Cc4ccc(C)o4)c3C[C@H]2CN1C(=O)c1ccccc1	-32.4	4.7	1.5
Nc1nn(-c2ccccc2Cl)cc1-c1nn[nH]n1	6.9	5.8	-0.9
COc1cccc(C(Nc2ccccn2)c2oc(CO)cc(=O)c2O)c1 (centres undefined)	9.8	-8.0	-3.7
COC(=O)/C(C#N)=C/c1c(-c2ccccc2)nc2n1CCS2	-0.2	-2.9	-2.8
COc1ccccc1/C=C/C(=O)NCc1cccnc1	-7.0	7.6	-0.3
C=CCC[C@H](CCCCC)OC(=O)/C=C/[C@@H](O)[C@H](O)C[C@H](O)CC=C	-38.2	-6.0	4.1
O=C(N[C@@H](Cc1cccnc1)C(=O)N1CCC[C@H]1C(=O)NCc1ccccc1)c1ccccc1	-8.2	-5.5	-0.2
CCc1ccc2c(COC(=O)C3CC(=O)N(CCc4ccccc4)C3)cc(=O)oc2c1 (centres undefined)	0.7	9.9	-2.9
CCCC1(c2ccsc2)NC(=O)NC1=O (centres undefined)	-3.8	11.0	-4.8
CC1=CS(=O)(=O)CC1SC(=S)N(C)C1CCS(=O)(=O)C1 (centres undefined)	-20.2	-7.1	2.8
CCN(CC(=O)Nc1cc(Cl)ccc1C)C(=O)Cn1c(=O)cnc2ccccc21	8.8	13.6	-2.3
Cc1ccc(C(=O)NCCc2n[nH]c(=S)n2C)cc1	5.4	4.1	0.2

An excerpt from above in order of heavy-atom count, rising:
SMILES	INS-1E GSIS act	FN deposition inh	CFTR F508del cor
Cc1ccc(C(=O)NCCc2n[nH]c(=S)n2C)cc1	5.4	4.1	0.2
CCN(CC(=O)Nc1cc(Cl)ccc1C)C(=O)Cn1c(=O)cnc2ccccc21	8.8	13.6	-2.3
CCc1ccc2c(COC(=O)C3CC(=O)N(CCc4ccccc4)C3)cc(=O)oc2c1 (centres undefined)	0.7	9.9	-2.9

Further structures:
SMILES	INS-1E GSIS act	FN deposition inh	CFTR F508del cor
Cc1cc(C)n(CCN(C)C(=O)CCc2nnc(CCC3CCCCC3)o2)n1	-6.2	-6.7	1.8
Cc1cc(C)n2nc(SCC(N)=O)nc2n1	-1.0	0.3	1.0
COc1ccc(CC(=O)NCc2nnc(SCC(=O)Nc3ccc(OC)cc3)n2C)cc1	15.1	4.8	3.4
COc1ccc(CCNC(=O)CS(=O)(=O)c2cn(CC(=O)N3CCOCC3)c3ccccc23)cc1OC	-7.3	-4.7	2.9
O=C(NC(CO)Cc1ccccc1)c1ccccc1 (centres undefined)	15.4	5.5	-0.7
CSc1nc(-c2ccc(Cl)cc2)c(C#N)c(=O)[nH]1	-0.2	-16.7	-5.6
O=C(NCCCn1ccnc1)c1nn2c(C(F)(F)F)cc(-c3ccc(Br)cc3)nc2c1Cl	10.7	12.2	3.7
C/C(CC(=O)NC1CCCCC1)=N\NC(=O)c1ccccn1	0.1	0.8	1.6
O=C(/C=C/c1ccco1)Nc1cccc2cccnc12	-4.1	-16.4	1.4
O=C(/C=C/c1cccs1)Nc1nccs1	2.9	-11.1	-0.9
Cc1cc(C)c(C#N)c(SCC(=O)Nc2ccccc2C)n1	3.2	-8.8	-1.8
O=C(Cc1c(F)cccc1Cl)Nc1ccccc1N1CCCCC1	-0.6	-8.1	-1.8
CCC(=O)NCc1csc(-c2cccs2)n1	1.0	-2.3	-1.9
C=CC[C@]12C[C@@]3(O[C@H](c4ccc(C(F)(F)F)cc4)N=C3C[C@H](c3ccc(OC)cc3)[C@H]1C)N(C1CCN(Cc3ccccc3)CC1)C2=O	-6.3	-7.3	-0.7
O=C(c1ccc(C(F)(F)F)cc1)N1CCC(=O)N([C@H](COCc2ccc(C(F)(F)F)cc2)Cc2ccccc2)CC1	-27.8	19.1	0.5
N#Cc1ccc(OCc2ccc(C(=O)O)o2)cc1	27.7	4.4	-2.1
O=C(OCc1c(Cl)cccc1Cl)c1ccncc1	-3.0	-12.1	-0.6
O=C(Nc1cccc(Cl)c1)NN(c1ccccc1)C1CCS(=O)(=O)C1 (centres undefined)	-20.0	-2.1	0.3
C[C@H]1COc2cc(N3CCOCC3)ccc2S(=O)(=O)N1	20.1	9.0	2.1
COc1cccc(OC)c1C(=O)O/N=C(\N)c1ccncc1	-9.1	3.9	0.7
CCS(=O)(=O)N1CCC(C(=O)NCc2ccc(OC)cc2OC)CC1	-1.1	-9.6	-2.4
O=C(C(=Cc1ccc(O)cc1)c1ccccc1)c1ccccc1	-6.7	5.2	0.8

Screening results: PubChem BioAssay, Broad Institute

A portion of the library; rates above refer to the full screens.
